Mac1 fbg enh: enhancers of CD11b/CD18 adhesion to fibrinogen, primary screen, K562 cells, luminescence. Integrin beta-2 (Homo sapiens) + Integrin alpha-M (Homo sapiens), P05107+P11215. ATPlite luminescence. 0.07% of 93,000 active. activation, % at 10 µM. AID 1499, 2009;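 active means 10 µM primary screen giving 50% or more activity, confirmed by 40% or more on retest at that dose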; further: strong numbers were not always called active
Plk1 PBD FP: Plk1 polo box domain binding inhibitors, primary screen, biochemical, fluorescence polarization | Serine/threonine-protein kinase PLK1 (Homo sapiens), P53350 | Plk1 PBD phosphopeptide binding | inhibition, %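 (tested at about 20 µM)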 | 0.13% of 97,000 active; in the data active means inhibition above about 34%, passing the limit was not always enough
Mac1 fbg inh: inhibitors of CD11b/CD18 adhesion to fibrinogen, primary screen, K562 cells, luminescence | Integrin beta-2 (Homo sapiens) + Integrin alpha-M (Homo sapiens), P05107+P11215 | ATPlite luminescence; Mn2+ added to activate the integrin | 0.54% of 93,000 active | AID 1497, 2009 | inhibition, % at 10 µM;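 active means primary inhibition of 50% or more at 10 µM, then 40% or more on retest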; further: some results filed as inactive read as strong as hits
ERa SRC1 inh: ERα–SRC-1 coactivator interaction inhibitors, primary screen, biochemical, TR-FRET, ERα LBD, estradiol-bound. 1.7% of 86,000 active. TR-FRET ER-alpha LBD / SRC-1 peptide. AID 629, 2007. Estrogen receptor (Homo sapiens), P03372. inhibition, % at 25.6 µM; in the data active means inhibition above about 50%;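 further: 0% = receptor plus peptide control and 100% = peptide only without receptor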
Target sequence (P03372 whole entry, looked up, the tested form may be a part): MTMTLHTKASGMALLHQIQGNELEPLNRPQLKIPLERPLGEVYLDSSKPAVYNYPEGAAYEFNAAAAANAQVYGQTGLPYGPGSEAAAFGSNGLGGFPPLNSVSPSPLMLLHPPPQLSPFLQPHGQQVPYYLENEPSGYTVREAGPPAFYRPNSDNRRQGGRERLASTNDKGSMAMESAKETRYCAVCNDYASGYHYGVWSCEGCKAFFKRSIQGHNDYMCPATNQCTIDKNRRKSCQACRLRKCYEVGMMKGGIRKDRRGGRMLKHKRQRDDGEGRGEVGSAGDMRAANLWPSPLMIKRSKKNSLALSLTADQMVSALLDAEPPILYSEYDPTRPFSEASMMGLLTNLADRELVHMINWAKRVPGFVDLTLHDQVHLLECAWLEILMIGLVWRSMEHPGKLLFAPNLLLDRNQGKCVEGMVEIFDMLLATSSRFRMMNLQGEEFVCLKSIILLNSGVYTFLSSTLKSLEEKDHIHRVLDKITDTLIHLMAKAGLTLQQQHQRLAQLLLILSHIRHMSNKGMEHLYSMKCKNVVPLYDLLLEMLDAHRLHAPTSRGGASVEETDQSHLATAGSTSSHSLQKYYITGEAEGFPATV
FAK inh: FAK kinase inhibitors, primary screen, biochemical | Focal adhesion kinase 1 (Homo sapiens), Q05397 | biochemical FAK kinase activity assay | inhibition, %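 (tested at 7 µM)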 | 0.84% of 97,000 active | AID 727, 2007; in the data active means inhibition above about 19%;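 further: 0% = DMSO and 100% = reference compound high control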
PLK1 kinase inh: human PLK1 kinase inhibitors, primary screen, biochemical, TR-FRET | Serine/threonine-protein kinase PLK1 (Homo sapiens), P53350 | recombinant PLK1 kinase, TR-FRET peptide phosphorylation | inhibition, % at 10 µM | 0.53% of 97,000 active | AID 619, 2007;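 active means inhibition of 50% or more in the single-concentration screen; inactive means inhibition below 50%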;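 further: 0% = DMSO max control and 100% = H-89 dihydrochloride min control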
HIV Rev-RRE inh: HIV-1 Rev-RRE binding inhibitors, primary screen, biochemical, FRET, protein-RNA interaction; Rev peptide-RRE RNA binding; AID 704, 2007; P05866; inhibition, % at 8 µM; 0.79% of 97,000 active;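 active means inhibition above the screen-wide mean plus 3 SD, cut at about 35% in these data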;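 further: 0% = median DMSO wells and 100% = median Neomycin B control wells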
Target sequence (P05866 whole entry, looked up): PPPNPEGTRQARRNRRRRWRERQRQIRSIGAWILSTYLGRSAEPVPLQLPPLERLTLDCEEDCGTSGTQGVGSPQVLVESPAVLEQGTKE
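System: Cy5-labelled duplex RRE RNA binding fluorescein-labelled HIV Rev peptide; Signal: fluorescein-to-Cy5 FRET, 480 nm excitation; Also added: labelled Rev peptide; Compound: one concentration, 8 µM nominal; Buffer or medium: HEPES pH 7.5 salt buffer with EDTA; Read-out: % inhibition of FRET ratio versus controls; Schedule: 5 min preincubation and 15 min binding, 25 °C.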
ERa coact pot: enhancers of ERα–SRC-1 coactivator binding, primary screen, biochemical, TR-FRET, ERα LBD, low estradiol. Estrogen receptor (Homo sapiens), P03372. TR-FRET ERalpha-LBD/SRC-Cy5 coactivator binding, 2 h; 100 = basal binding, no effect. coactivator binding (% of control), % at 25.6 µM. 1.3% of 86,000 active. AID 639, 2007; in the data active means activity above about 200%;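 further: binding measured in presence of low estradiol as agonist stimulus; 0% = peptide alone without receptor and 100% = receptor with peptide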
ERb SRC1 inh: inhibitors of ERβ-SRC1 coactivator interaction, primary screen, biochemical, TR-FRET, ERβ LBD, SRC-1 peptide. inhibition, % at 25.6 µM. TR-FRET ER-beta LBD / SRC1-Cy5 peptide binding; receptor agonist-loaded with 1 µM estradiol. Estrogen receptor beta (Homo sapiens), Q92731. 1.3% of 86,000 active. AID 633, 2007;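 active means compounds whose percent inhibition of the receptor-coactivator binding signal exceeds about 50% in the single-dose screen, limit read from the data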;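 further: 0% = receptor plus peptide wells without compound and 100% = peptide-only wells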
An asterisk follows results filed as active; x = not tested or not shown; [ ] = remark or other dose.

Mac1 fbg enh,Plk1 PBD FP,Mac1 fbg inh,ERa SRC1 inh,FAK inh,PLK1 kinase inh,HIV Rev-RRE inh,ERa coact pot,ERb SRC1 inh,smiles
-2,-13,4,8,9,-16,1,87,7,CCOC(=O)c1c2c(c(=S)n(-c3ccccc3)c1N)CCC2
-5,x,3,-1,x,x,x,111,0,CCc1nn(CC(=O)NCCN2CCN(C)CC2)c(=O)c2cc3occc3n12
-1,x,8,6,x,x,x,113,0[fluorescence artefact?],Cc1cc(C)n(-c2cc(-n3nc(C)cc3C)ncn2)n1
4,-40,-3,-1,1,-4,5,117[fluorescence artefact?],1[fluorescence artefact?],CN(C)CCNC(=O)c1cc(Br)ccc1Cl
-2,x,2,0,x,x,x,95,-9,O=C(CCCn1nnc(-c2cccnc2)n1)c1ccc(F)cc1
-2,x,-7,2[fluorescence artefact?],x,x,x,109[fluorescence artefact?],-5[fluorescence artefact?],CCc1ccccc1NC(=O)N1C2CCCC1CC(NC(=O)C(C)(C)C)C2 (stereo not drawn)
1,19,8,1[fluorescence artefact?],0,-4,-3,100,-1[fluorescence artefact?],COCCN(Cc1cc2cccc(C)c2[nH]c1=O)C(=O)c1ccccc1
1,-3,-2,0,0,-2,-2,89[fluorescence artefact?],15,CCC(=O)Nc1ccc(N2CCN(C(=O)c3ccccc3C)CC2)cc1
4,6,4,-12[fluorescence artefact?],0,-10,0,68,-4[fluorescence artefact?],COc1ccc(OC)c(C2CC(=O)N3CN(c4ccccc4)CSC3=C2C#N)c1 (stereo not drawn)
-2,-15,-9,23,10,3,-3,360*,25,Cc1cc(-c2nnc3sc(-c4ccc(Cl)cc4Cl)nn23)n[nH]1
0,-2,-22,5[fluorescence artefact?],-1,5,8,174[fluorescence artefact?],-4,COC(=O)Cn1c2ccc(OC)cc2c2nc3ccccc3nc21
5,-25,1,-6,8,-2,11,106,-2,c1ccc(-c2nc(CSc3nnnn3-c3ccccc3)cs2)cc1
12,16,7,79*[fluorescence artefact?],-3,-1,4,56[fluorescence artefact?],43[fluorescence artefact?],c1ccc(Cn2nnc3c(NCc4ccc5c(c4)OCO5)nc(C4CC4)nc32)cc1
x,24,x,x,5,-1,-6,x,x,C=CCNCCCCOc1c(Cl)cc(C)cc1Br
x,-4,x,x,2,-6,5,x,x,N#CC(c1ccc(Cl)cc1)(c1ncc(C(F)(F)F)cc1Cl)N1CCOCC1 (stereo not drawn)
x,-22,x,-24,3,0,11,104,-19,O=C(Nc1ccccc1)C1CCCCC1
-4,x,11,1,x,x,x,94,0,CCCCCC(=O)N1CCN(c2ccc(C(C)=O)cc2F)CC1
x,-13,x,11[fluorescence artefact?],-2,1,6,103,20,Cc1ccc(S(=O)(=O)N2CCSC2C(=O)O)cc1 (stereo not drawn)
-2,3,-40,x,-1,-7,4,x,x,CC1C/C(=N/NC(=O)c2cccc(F)c2)c2ccc(O)cc2C1 (stereo not drawn)
2,-5,1,3[fluorescence artefact?],-1,-7,6,96,14[fluorescence artefact?],CN(C)c1ccc(C2C3=C(CCCC3=O)OC3=C2C(=O)CCC3)cc1
-2,x,5,-8,x,x,x,104,-7,COc1ccc(-n2c(Cc3cccn3C)nnc2SCC(=O)Nc2ccc3c(c2)OCO3)cc1
1,5,-10,2[fluorescence artefact?],-3,-12,4,110,-10[fluorescence artefact?],Cc1ccccc1Nc1nc(N)nc(CSc2nnc3sc4ccccc4n23)n1
4,20,-12,6,0,-10,1,126,0,CC(C)CN(CC(C)C)C(=O)CS(=O)(=O)Cc1ccccc1
x,-29,x,-13,-1,-13,3,99,-7,COCCNC(=O)C(=O)Nc1ccc(Br)cc1
5,-14,-50,x,-3,-11,17,x,x,N#C/C(=C\C=C\c1ccccc1[N+](=O)[O-])c1nc(-c2ccc3c(c2)OCO3)cs1
4,-25,-14,x,2,-5,5,x,x,COC(=O)C(C#N)C(=C1C(=O)CC(C)(C)CC1=O)c1ccc(O)cc1 (stereo not drawn)
6,-6,-8,2,2,-8,3,113,1,COc1ccc(S(=O)(=O)N2CCC(C(=O)N3CCCC3)CC2)cc1
-4,-11,15,2[fluorescence artefact?],9,7,1,109,-1,COC(=O)CCC(=O)N1CCc2cc(S(=O)(=O)N3CCN(c4ccccc4Cl)CC3)ccc21
-1,-22,7,-6,-5,-1,10,119[fluorescence artefact?],-13,COc1ccccc1OCCCCNC(C)(C)C
1,-14,-13,-6,0,-2,0,117,-6,CN(CC(=O)NC1CCCCC1)S(=O)(=O)c1cccc2cccnc12

Full records from above.
Listed for `CCc1nn(CC(=O)NCCN2CCN(C)CC2)c(=O)c2cc3occc3n12` = Mac1 fbg enh = -5; Plk1 PBD FP = x; Mac1 fbg inh = 3; ERa SRC1 inh = -1; FAK inh = x; PLK1 kinase inh = x; HIV Rev-RRE inh = x; ERa coact pot = 111; ERb SRC1 inh = 0
Listed for `COc1ccccc1OCCCCNC(C)(C)C` = Mac1 fbg enh = -1; Plk1 PBD FP = -22; Mac1 fbg inh = 7; ERa SRC1 inh = -6; FAK inh = -5; PLK1 kinase inh = -1; HIV Rev-RRE inh = 10; ERa coact pot = 119[fluorescence artefact?]; ERb SRC1 inh = -13
Listed for `CCC(=O)Nc1ccc(N2CCN(C(=O)c3ccccc3C)CC2)cc1` = Mac1 fbg enh = 1; Plk1 PBD FP = -3; Mac1 fbg inh = -2; ERa SRC1 inh = 0; FAK inh = 0; PLK1 kinase inh = -2; HIV Rev-RRE inh = -2; ERa coact pot = 89[fluorescence artefact?]; ERb SRC1 inh = 15

Reformatted as tab-separated lines: 2 of the compounds above.
Molecule	Mac1 fbg enh	Plk1 PBD FP	Mac1 fbg inh	ERa SRC1 inh	FAK inh	PLK1 kinase inh	HIV Rev-RRE inh	ERa coact pot	ERb SRC1 inh
Cc1ccc(S(=O)(=O)N2CCSC2C(=O)O)cc1 (stereo not drawn)	x	-13	x	11[fluorescence artefact?]	-2	1	6	103	20
CC1C/C(=N/NC(=O)c2cccc(F)c2)c2ccc(O)cc2C1 (stereo not drawn)	-2	3	-40	x	-1	-7	4	x	x

Other results.
Mac1 fbg enh,Plk1 PBD FP,Mac1 fbg inh,ERa SRC1 inh,FAK inh,PLK1 kinase inh,HIV Rev-RRE inh,ERa coact pot,ERb SRC1 inh,smiles
x,21,x,-5,7,-14,4,105,-6[fluorescence artefact?],CCC(=O)Nc1cc(-c2nn(C)c(=O)c3ccccc23)ccc1N1CCCCC1
-6,-4,0,-1,-4,-8,4,122,12,CCOC(=O)C(NCc1ccc2c(c1)OCO2)(NC(=O)CC)C(F)(F)F (stereo not drawn)
x,14,x,-34,3,19,4,107,-39,COc1ccccc1NC(=O)C1=C(C)Nc2ncnn2C1c1ccccc1C (stereo not drawn)
2,-6,-5,0,5,-10,8,102,-3,O=C(c1ccccc1)c1ccc(C(=O)N2CCN(c3ccc(F)cc3)CC2)o1
0,19,-4,x,3,-7,3,x,x,C=CCOc1cccc(/C=N/NC(=O)C(=O)NCc2ccco2)c1
-3,-17,-34,-3,1,-8,6,100,1,CNC(=O)N1CCN(C(=O)NC)CC1
-3,x,-1,-2,x,x,x,109,-8,CC(C)CNC(=O)C1CCN(c2ccc(S(=O)(=O)N3CCOCC3)cc2Cl)CC1
48,-21,16,x,16,-10,-2,x,x,COc1cc2c(cc1OC)C1=NC(=O)CN1C(SCc1ccc(C)cc1)=N2
0,7,-29,x,4,-4,6,x,x,COC(=O)c1cc2c(s1)-c1ccccc1CC2
-1,1,-25,x,-2,-6,2,x,x,CCCOC(=S)N/C(=N\S(=O)(=O)c1ccccc1)c1ccccc1
-1,-26,-16,-2,-1,-6,7,103,1[fluorescence artefact?],O=C1C2CC=CCC2C(=O)N1c1ccc(OCC(O)Cn2nnc3ccccc32)cc1 (stereo not drawn)
-3,x,-3,2,x,x,x,144,-3[fluorescence artefact?],CC(CN1CCN(C)CC1)OC(=O)c1ccccc1Cl (stereo not drawn)
x,-21,x,x,-4,-8,6,x,x,CCNc1cc(N2CCN(S(=O)(=O)c3ccc4c(c3)CCCC4)CC2)ccc1[N+](=O)[O-]
1,x,19,19,x,x,x,101[fluorescence artefact?],16,C(=C\c1ccccc1)/CSc1nnc(-c2ccncc2)n1Cc1ccco1
x,-29,x,36,13,-9,82*,45,42,COC(=O)\C(C(C)=O)=C(/C=C/C=C/C=C/N(C)C)N(C)C
0,-12,-9,-11,-4,-6,6,106,-2,CC(C)c1nc(C#N)c(NCCCn2ccnc2)o1
